F508del corr: CFTR F508del correction in bronchial cells; CFBE cells, YFP halide quenching; stimulated with forskolin plus potentiator P3; % fluorescence drop versus neutral controls; activity (quench increase), % at 7.58 µM; hit rate 0.36% among 350,000; AID 720511;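 active means mean added fluorescence quench of at least 8% versus neutral control, with both replicates also reaching 8%; inconclusive means only one of the mean or replicate conditions met; inactive means mean below 8% and not both replicates reaching 8%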;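 further: cells transiently co-express mutant CFTR-F508del with the halide-sensitive YFP; corrector assay measuring rescue of mutant channel to the surface after 24 h compound exposure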
E-sel inducer: induces E-selectin expression in human endothelial cells. P16581. HUVEC E-selectin immunofluorescence imaging; normalized: neutral wells 0, TNF-alpha wells 100. hit rate 0.37% among 260,000. activation, % at 7.58 µM;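 active means mean E-selectin-positive cell signal at least 10% of the positive control, reached in at least 60% of replicates, without over 20% cell loss; inconclusive means no rule given, readout overlaps actives, possibly toxicity-flagged; inactive means the rest, including those meeting only one limit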;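 further: in these data hits start at about 27%; measured in HUVEC primary endothelial cells; signal is the percent of cells scored E-selectin positive by PE staining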
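Read-out: % PE-positive cells | Test system: HUVEC | Doses: One compound dose added by pin transfer | Buffer or medium: EGM-2 over gelatin coat | Signal: Immunofluorescence imaging | Benchmarks: TNF-alpha, DMSO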
XiGFP reactiv: reactivates the inactive X chromosome in mouse fibroblasts; hit rate 0.055% among 360,000; activation, % at 7.58 µM; XiGFP mouse fibroblasts, % GFP-positive cells imaging, 3 d; cells co-treated with 5-aza-dC sensitizer; scaled so ellipticine positive control = 100%;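 active means mean normalized replicate activation at least 10% and every replicate at or above 10%; inconclusive means only one of the two criteria met; inactive means mean below 10% and not all replicates reach 10%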;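 further: 0% = median of on-plate neutral control wells and 100% = ellipticine 6 µM median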
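Material: XiGFP fibroblasts, SV40-immortalized. Buffer or medium: DMEM plus 5-aza-dC sensitizer. Compound: single concentration per compound, delivered by pin transfer. Times: 3 days compound exposure. Controls: ellipticine 6 µM.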
CASP6 VEID inh: caspase-6 (human) enzyme inhibition; P55212; purified caspase-6, Z-VEID-R110 cleavage fluorescence; inhibition, % at 12.5 µM; hit rate 0.53% among 350,000;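 active means mean inhibition across replicates at least about 35%, with every replicate also reaching that limit, limit read from the data; inconclusive means only one of the two criteria met; inactive means neither criterion met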;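 further: 0% = median of neutral control wells and 100% = no fluorescence left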
Target sequence (P55212 24-179 limits assumed): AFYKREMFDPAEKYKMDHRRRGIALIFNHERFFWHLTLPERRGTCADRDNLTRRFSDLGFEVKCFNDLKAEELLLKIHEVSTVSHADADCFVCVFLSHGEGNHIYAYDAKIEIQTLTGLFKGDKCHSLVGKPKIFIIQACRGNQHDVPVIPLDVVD
Target sequence (P55212 194-293 limits assumed): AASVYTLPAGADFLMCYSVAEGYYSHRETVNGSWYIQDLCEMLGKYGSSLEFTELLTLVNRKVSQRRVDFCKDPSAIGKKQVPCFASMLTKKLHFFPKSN
DENV2 CPE rescue: protects cells from dengue virus 2 cytopathic effect | hit rate 1.7% among 350,000 | DENV2-infected cells, cytopathic effect rescue, plate reader | CPE inhibition, % at 9.99 µM; in the data active means CPE inhibition above about 20%, passing the limit was not always enough; inconclusive means no clear call, values can overlap the other calls; tested in BHK-21 cells;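 further: 0% = median of neutral control wells and 100% = median of positive control wells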
GSIS activator: GLuc luminescence reporter in INS-1E cells, primary screen for activators of glucose-dependent secretion of insulin. INS-1E GLuc reporter insulin secretion, 2-3 h. activation, % at 16.6 µM. hit rate 0.61% among 370,000. AID 743287;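 active means lowest replicate activation of at least 40%, so every replicate reaches that level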;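 further: 0% = median of neutral control wells and 100% = median of IBMX positive control wells; some compounds called inactive have numbers as strong as hits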
RAD52 anneal inh: inhibitors of human RAD52 DNA annealing. inhibition, % at 18.7 µM. hit rate 0.46% among 360,000. recombinant RAD52 DNA annealing, FRET fluorescence. P43351;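 active means every replicate showing at least 50% inhibition; inconclusive means mean inhibition at least 50% but not in every replicate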
RAD54 inh: RAD54 (human) branch migration inhibition. Q92698. RAD54 Holliday junction branch migration, FAM/BHQ fluorescence. inhibition, % at 10.4 µM. hit rate 0.14% among 360,000;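 active means mean normalized replicate activity at least 40 and at least half of replicates scoring 40 or more; inconclusive means only one of the two criteria met; inactive means mean below 40 and under half of replicates reaching 40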;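 further: 0% = median of neutral control wells and 100% = median of positive control wells; inhibitors cause a drop in the FAM fluorescence signal; in these data hits start at about 50%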
Target sequence (Q92698 whole entry, looked up): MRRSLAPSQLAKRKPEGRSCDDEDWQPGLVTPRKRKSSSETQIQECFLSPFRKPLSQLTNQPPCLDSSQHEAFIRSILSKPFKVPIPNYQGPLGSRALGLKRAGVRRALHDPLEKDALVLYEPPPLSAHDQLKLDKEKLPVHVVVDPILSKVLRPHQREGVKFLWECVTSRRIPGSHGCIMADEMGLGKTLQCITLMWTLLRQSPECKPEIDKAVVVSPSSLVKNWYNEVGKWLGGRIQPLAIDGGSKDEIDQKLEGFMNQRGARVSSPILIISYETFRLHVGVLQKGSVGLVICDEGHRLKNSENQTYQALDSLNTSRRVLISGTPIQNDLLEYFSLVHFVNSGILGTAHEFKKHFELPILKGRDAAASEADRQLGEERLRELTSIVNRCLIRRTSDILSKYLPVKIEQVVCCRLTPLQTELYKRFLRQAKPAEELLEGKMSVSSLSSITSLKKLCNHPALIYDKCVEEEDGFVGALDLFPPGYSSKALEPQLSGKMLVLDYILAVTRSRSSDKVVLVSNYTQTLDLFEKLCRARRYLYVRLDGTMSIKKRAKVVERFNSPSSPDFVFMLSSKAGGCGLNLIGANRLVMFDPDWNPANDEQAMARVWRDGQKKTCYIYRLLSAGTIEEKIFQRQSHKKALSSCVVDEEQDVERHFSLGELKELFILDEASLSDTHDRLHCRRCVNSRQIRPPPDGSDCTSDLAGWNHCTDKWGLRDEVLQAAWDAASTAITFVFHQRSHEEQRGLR
Numbers without * were called inactive; ? = inconclusive; . = not tested or not shown. Not a hit list. About 3.7% of those tested had a hit in this group.

cpd	mol	F508del corr	E-sel inducer	XiGFP reactiv	CASP6 VEID inh
1	CCN(CC(=O)Nc1ccc(OC)cc1)C(=O)c1oc2c(Cl)cccc2c1C	-1.1	-2.0	0.0	-3
2	CCC(=O)N1[C@@H](CO)[C@H](c2ccccc2)C12CN(C(=O)c1ccc(F)cc1)C2	0.4	0.5	0.3	-2
3	Cc1nc(/C(N)=N/OC(=O)c2c(-c3ccccc3Cl)noc2C)cs1	-0.4	.	0.3	-4
4	COc1ccc(-c2nc(-c3ccccc3)no2)c(OC)c1	-0.3	.	.	5
5	O=S(=O)(NC(=S)NC1CCCCC1)c1ccc(Cl)cc1	1.8	.	1.1	-1
6	C[C@@H]1CN([C@@H](C)CO)C(=O)c2cc(NC(=O)Cc3cn(C)c4ccccc34)ccc2O[C@@H]1CN(C)C	0.0	-5.1	-0.2	-1
7	CO[C@@H]1CN(C)C(=O)c2ccc(NC(=O)Nc3cc(F)ccc3F)cc2OC[C@H](C)N(C)C[C@@H]1C	-0.4	0.1	-0.2	2
8	CC(C)(C)C(=O)Nc1ccc(-c2cn3cccnc3n2)cc1	-1.9	-0.1	0.3	-1
9	O=C(COc1ccc(Cl)cc1Cl)NCCC1=CCCCC1	.	.	.	-1
10	COc1ccc(/C=C(\C#N)C(=O)N=CN(C)C)cc1	-0.1	.	0.1	4
11	C/C(=N/NC(=O)CNC(=O)c1cccnc1)c1ccccc1	2.0	.	0.1	-3
12	O=C(COc1ccc(Cl)cc1Cl)NN1C(=O)C2C3C=CC(C3)C2C1=O (centres undefined)	0.3	.	0.1	-2

cpd	DENV2 CPE rescue	GSIS activator	RAD52 anneal inh	RAD54 inh
1	-8	-4	-9	3
2	5	1	-7	.
3	7	.	-21	.
4	.	8	-3	-4
5	1	-10	-8	.
6	0	20	-1	-11
7	-5	2	-47	3
8	14	1	-24	3
9	.	-9	-17	-5
10	3	6	-48	.
11	11	6	-5	-16
12	?	-3	-8	.

Grouped by structure, the entries above with an aryl methoxy group (3)
cpd	mol	F508del corr	E-sel inducer	XiGFP reactiv	CASP6 VEID inh
1	CCN(CC(=O)Nc1ccc(OC)cc1)C(=O)c1oc2c(Cl)cccc2c1C	-1.1	-2.0	0.0	-3
4	COc1ccc(-c2nc(-c3ccccc3)no2)c(OC)c1	-0.3	.	.	5
10	COc1ccc(/C=C(\C#N)C(=O)N=CN(C)C)cc1	-0.1	.	0.1	4

cpd	DENV2 CPE rescue	GSIS activator	RAD52 anneal inh	RAD54 inh
1	-8	-4	-9	3
4	.	8	-3	-4
10	3	6	-48	.

Later entries:
cpd	mol	F508del corr	E-sel inducer	XiGFP reactiv	CASP6 VEID inh
13	COc1ccc(CN(C)C[C@@H]2Oc3ccc(NS(=O)(=O)c4c(C)noc4C)cc3C(=O)N([C@H](C)CO)C[C@H]2C)cc1	-1.8	0.1	0.2	-2
14	O=C(CC1SC(=Nc2cccc3ccccc23)N(Cc2ccccn2)C1=O)Nc1ccccc1Br (centres undefined)	0.4	.	0.0	2
15	COc1ccc(S(=O)(=O)Nc2ccc3c(c2)C(=O)N([C@H](C)CO)C[C@@H](C)[C@H](CN(C)Cc2ccc(C(F)(F)F)cc2)OCCCC[C@H](C)O3)cc1	-3.5	0.2	0.2	2
16	C[C@H](CO)N1C[C@H](C)[C@H](CN(C)C(=O)CC2CC2)Oc2ncc(C#C[C@@H](C)O)cc2C1=O	-2.3	0.2	0.0	1
17	Cc1ccc(S(=O)(=O)N(C)C[C@@H]2Oc3ccc(NC(=O)CCCCCC(=O)Nc4ccccc4N)cc3C(=O)N([C@H](C)CO)C[C@H]2C)cc1	-1.9	-0.4	-0.5	0
18	COC(=O)c1ccc(CS(=O)(=O)c2ccccc2C)o1	.	.	.	-1
19	CC(C)c1ccc(/C=C/C(=O)CCC(=O)O)cc1	-0.6	.	0.0	3
20	CCOc1cc(/C=C(\C#N)C(N)=O)ccc1OCc1c(C)no[n+]1[O-]	-1.4	0.3	0.2	1
21	COc1ccc(Br)cc1CNC(=O)C1CCN(c2nnc(N3CCCC3=O)s2)CC1	0.8	0.6	0.0	2
22	COc1ccc2c(c1)sc1nc(=O)ccn12	-0.9	.	0.1	-5
23	Cc1nn(-c2ccccc2)c(Cl)c1/C=N/NC(=O)c1cccc(S(=O)(=O)N2CCCC2)c1	.	-0.1	-0.1	1
24	Cc1noc(C)c1NC(=O)Nc1ccc2c(c1)C(=O)N([C@H](C)CO)C[C@H](C)[C@@H](CN(C)C(=O)NC(C)C)OCCCC[C@H](C)O2	0.5	.	0.0	-2

cpd	DENV2 CPE rescue	GSIS activator	RAD52 anneal inh	RAD54 inh
13	14	-3	-9	2
14	6	-2	-33	.
15	.	-13	29	1
16	5	10	0	1
17	0	8	-37	.
18	.	7	-10	-2
19	-3	-8	-12	.
20	-8	5	8	-4
21	-2	-3	-3	-23
22	16	-5	-9	-12
23	1	3	-6	-8
24	-1	12	-4	3

The listing continues.
cpd	mol	F508del corr	E-sel inducer	XiGFP reactiv	CASP6 VEID inh
25	COc1ccccc1NC(=O)N(C)C[C@H]1Oc2ncc(C#CC(C)C)cc2C(=O)N([C@H](C)CO)C[C@H]1C	1.7	0.7	-0.8	0
26	O=C(NCCC1CCCCN1S(=O)(=O)c1ccccc1)C(=O)NCc1ccc(F)cc1 (centres undefined)	1.0	-0.7	0.1	-4
27	Cc1ccc(-c2cnc(C(O)c3cc(Cl)cc(Cl)c3)[nH]2)cc1 (centres undefined)	2.7	0.1	0.0	1
28	C/C=C/c1ccc([C@@H]2[C@H]3CN(C(=O)Nc4cccc(OC)c4)CC(=O)N3[C@H]2CO)cc1	3.2	0.1	0.0	6
29	CCOC(=O)C(=CNc1cc(C)ccc1[N+](=O)[O-])C(=O)OCC	-1.4	.	0.1	-3
30	N#C[C@H]1N[C@H](CO)[C@H]1c1ccc(C#Cc2ccccc2F)cc1	-1.5	0.6	-0.1	-3
31	CC1CCCCN1C(=O)c1c(Cl)cnn1C (centres undefined)	0.8	-0.2	0.2	-1
32	CCNC(=O)[C@@H]1[C@@H](CO)[C@@H]2Cn3c(ccc(-c4ccc(F)cc4)c3=O)[C@@H]2N1C	-3.9	-0.8	0.4	1
33	CC(C)CN(CCCNC(=O)CN1C(=O)CSc2ccc(S(=O)(=O)N3CCOCC3)cc21)CC(C)C	10*	-2.6	0.2	.
34	CN1C(=O)c2cc(NC(=O)c3ccc(F)cc3)ccc2OC[C@H]2O[C@@H](CC(=O)NCC3CCCCC3)CC[C@H]21	-4.4	0.3	0.0	2
35	C[C@@H]1CN([C@@H](C)CO)C(=O)c2cccc(N(C)C)c2O[C@@H]1CN(C)S(=O)(=O)c1ccc(F)cc1	-2.4	.	0.1	0
36	CCC(C)(C)NC(=O)C1CCCN1C(=O)NC1CCCCC1 (centres undefined)	.	0.6	0.0	4

cpd	DENV2 CPE rescue	GSIS activator	RAD52 anneal inh	RAD54 inh
25	7	4	2	8
26	10	-39	-8	0
27	-4	-8	-57	2
28	-2	-4	11	.
29	0	0	-16	-6
30	-2	-1	7	-16
31	-2	11	-15	-2
32	13	-2	-11	.
33	0	16	-28	.
34	1	-40	2	-17
35	4	8	3	5
36	-2	6	-7	.

Next section:
cpd	mol	F508del corr	E-sel inducer	XiGFP reactiv	CASP6 VEID inh
37	COc1ccc(/C=N\NC(=O)COc2ccc(Cl)cc2Cl)c(C(=O)O)c1OC	.	0.4	0.3	.
38	CN(C(=O)CSc1nc2ccccc2c(=O)n1-c1ccc(F)cc1)C1CCS(=O)(=O)C1 (centres undefined)	-3.5	.	0.1	3
39	C[C@H]1CCCCO[C@H](CN(C)S(=O)(=O)c2cn(C)cn2)[C@@H](C)CN([C@@H](C)CO)C(=O)c2cc(N(C)C)ccc2O1	1.4	0.3	0.0	.
40	COc1ccc(C(=O)Nc2ccnn2C2CCN(C(=O)c3cc(C)on3)CC2)cc1	0.9	0.0	0.2	3
41	CC#CCN(Cc1ccco1)C(=O)C1CCC(=O)N(CCc2cccc(F)c2)C1 (centres undefined)	0.2	-0.1	0.2	2
42	COc1cc(/C=N/NS(=O)(=O)c2ccc(C)cc2)ccc1OCc1cccc(C(=O)O)c1	-0.7	.	0.0	19
43	C[C@H]1CN([C@@H](C)CO)C(=O)c2cc(NC(=O)C3CC3)ccc2O[C@H]1CN(C)C(=O)NC1CCCCC1	0.0	-0.4	-0.8	0
44	COc1ccccc1-c1ccccc1[C@@H]1[C@@H](C#N)N(C(=O)C2CC2)[C@H]1CO	0.3	0.0	0.2	2
45	O=C(O)CSCC(=O)NCc1c(Cl)cccc1Oc1ccccc1	1.5	0.3	0.0	-2
46	CCCNC(=O)Nc1ccc2c(c1)OC[C@@H](C)N(C(=O)C1CCCC1)C[C@@H](C)[C@H](OC)CN(C)C2=O	-3.2	0.0	0.0	.
47	COc1cc(C(=O)NCCNc2nc3c(C)c(C)ccc3cc2C#N)cc(OC)c1OC	1.0	.	0.0	1
48	Cc1ccc(S(=O)(=O)Nc2ccc3c(c2)C(=O)N([C@@H](C)CO)C[C@H](C)[C@@H](CN(C)Cc2ccc(C(=O)O)cc2)O3)cc1	-3.1	-0.3	-0.1	2
49	Cc1ccc(-c2cc(C(=O)N/N=C/c3cccnc3)c3ccccc3n2)cc1C	-34	0.1	0.1	1
50	COCC(=O)N(C)C[C@H]1Oc2cc(-c3ccc(C)cc3)ccc2S(=O)(=O)N([C@H](C)CO)C[C@@H]1C	-1.5	-0.2	-1.0	3
51	CC(Oc1ccccc1[N+](=O)[O-])C(=O)N/N=C/c1ccoc1 (centres undefined)	3.0	-0.1	0.1	-1

cpd	DENV2 CPE rescue	GSIS activator	RAD52 anneal inh	RAD54 inh
37	.	22	.	0
38	2	.	-7	-4
39	.	-5	.	.
40	4	1	-2	10
41	1	-42	-16	-3
42	5	9	-25	13
43	1	12	-11	3
44	1	26	0	.
45	2	.	-8	5
46	.	4	.	.
47	3	.	-15	-5
48	?	22	-3	5
49	-7	-7	-7	0
50	5	15	-5	8
51	-2	31	-5	-3

Two entries from above, with each value named.
#39 C[C@H]1CCCCO[C@H](CN(C)S(=O)(=O)c2cn(C)cn2)[C@@H](C)CN([C@@H](C)CO)C(=O)c2cc(N(C)C)ccc2O1
  F508del corr = 1.4; E-sel inducer = 0.3; XiGFP reactiv = 0.0; CASP6 VEID inh = .; DENV2 CPE rescue = .; GSIS activator = -5; RAD52 anneal inh = .; RAD54 inh = .

#43 C[C@H]1CN([C@@H](C)CO)C(=O)c2cc(NC(=O)C3CC3)ccc2O[C@H]1CN(C)C(=O)NC1CCCCC1
  F508del corr = 0.0; E-sel inducer = -0.4; XiGFP reactiv = -0.8; CASP6 VEID inh = 0; DENV2 CPE rescue = 1; GSIS activator = 12; RAD52 anneal inh = -11; RAD54 inh = 3

Screens: PubChem, Broad Institute
